# Tat export inh = E. coli Tat transport inhibition | E. coli MC4100 TorA-mCherry Tat export, fluorescence | inhibition, % at 10 µM | 0.036% of 340,000 active;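 active means mean replicate inhibition at least 50% and at least half of replicates individually reaching 50%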;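 further: exported cargo escapes ClpAP degradation while cytoplasmic cargo is degraded and loses fluorescence; 0% = median of neutral control wells and 100% = median of NaSCN control wells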
# CDK5 p35 inh = inhibitors of human CDK5/p35 kinase; Recombinant CDK5/p35, ADP-Glo luminescence, 60 min; inhibition, % at 10 µM; 0.01% of 330,000 active;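 active means highest replicate inhibition of at least 50% and at least 75% of replicates reaching 50%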;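 further: plate controls were DMSO neutral control for no effect and GW8510 at 10 µM for full effect; many of its hits are not listed in these tables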
# phage Ecoli inh = E. coli growth loss with phage present; inhibition, % at 11.9 µM; growth absorbance; 0.26% of 360,000 active; in the data active means inhibition above about 11%
# DAGLB inhibitor = blocks human DAGLB lipase activity. 0.059% of 340,000 active. Q8NCG7. inhibition, % at 5.17 µM. HEK293T DAGLB membrane lysate, EnzChek fluorogenic substrate. AID 504411; in the data active means inhibition above about 34%;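 further: 0% = enzyme with vehicle and 100% = wells lacking enzyme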
# Target sequence (Q8NCG7 whole entry, looked up): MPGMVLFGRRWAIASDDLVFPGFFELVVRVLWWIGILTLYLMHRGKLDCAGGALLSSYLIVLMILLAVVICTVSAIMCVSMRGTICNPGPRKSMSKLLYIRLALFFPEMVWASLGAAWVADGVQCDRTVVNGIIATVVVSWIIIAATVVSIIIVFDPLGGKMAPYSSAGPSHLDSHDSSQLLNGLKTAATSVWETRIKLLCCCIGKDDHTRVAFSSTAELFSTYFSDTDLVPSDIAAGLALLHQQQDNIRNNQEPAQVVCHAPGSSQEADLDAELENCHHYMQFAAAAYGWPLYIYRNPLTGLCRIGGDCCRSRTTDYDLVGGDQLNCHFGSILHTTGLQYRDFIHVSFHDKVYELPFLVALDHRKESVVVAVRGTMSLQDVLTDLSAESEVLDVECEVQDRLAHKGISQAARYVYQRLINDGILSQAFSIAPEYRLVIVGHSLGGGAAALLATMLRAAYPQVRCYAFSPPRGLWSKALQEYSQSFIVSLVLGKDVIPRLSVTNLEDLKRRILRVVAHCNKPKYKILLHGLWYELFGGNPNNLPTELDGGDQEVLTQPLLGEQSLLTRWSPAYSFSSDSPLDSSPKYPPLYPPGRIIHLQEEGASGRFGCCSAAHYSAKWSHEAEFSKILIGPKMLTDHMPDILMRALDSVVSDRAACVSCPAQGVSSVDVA
# E coli growth = counter-screen for AddAB inhibitors: E. coli growth inhibition; E. coli V3065 growth, OD600 absorbance, 18 h; inhibition, % at 11.9 µM; 0.27% of 330,000 active;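 active means inhibition above the campaign's mean inhibition across all tested compounds plus 3 SD, cut at about 9.9% in these data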;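 further: uninfected addAB+ strain grown without phage in ampicillin broth; 0% = DMSO wells and 100% = ciprofloxacin 0.95 µg/ml wells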
# HTR5A ag ctr = activates human HTR5A in OPRM1-OPRD1 agonist counter-screen; AID 504692; activation, % at 9.3 µM; HTR5A agonist assay, luminescence, cell-based; 0.61% of 340,000 active; P47898; in the data active means activation mostly above about 9.5%, no sharp cut-off; inactive means mostly below about 7.6%;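 further: 0% = cells with vehicle only and 100% = reference agonist; strong numbers were not always called active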
# Target sequence (P47898 whole entry, looked up): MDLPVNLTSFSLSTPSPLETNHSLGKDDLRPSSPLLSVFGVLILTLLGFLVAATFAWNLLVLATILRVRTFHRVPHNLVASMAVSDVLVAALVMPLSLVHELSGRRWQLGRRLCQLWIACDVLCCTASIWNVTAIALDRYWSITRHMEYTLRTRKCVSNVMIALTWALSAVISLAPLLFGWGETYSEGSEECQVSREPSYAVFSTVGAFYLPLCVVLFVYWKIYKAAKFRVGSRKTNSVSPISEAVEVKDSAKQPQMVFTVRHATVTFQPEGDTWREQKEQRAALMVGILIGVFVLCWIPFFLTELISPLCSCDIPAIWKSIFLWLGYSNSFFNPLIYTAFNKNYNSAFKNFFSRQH
# PKA-R1A activ = activators of PKA-R1A complex; P00514+P68181; PKA-R1A dissociation, Cy5-IP20 fluorescence polarization; scaled: DMSO 0%, 113 µM cGMP 100%; activation, % at 11.4 µM; 0.083% of 340,000 active;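 active means percent activation above the mean of all tested compounds plus 3 SD, cut at about 19% in these data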;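 further: higher means more PKAc released from R1A so a rise in polarization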
# AddAB inh = less growth of phage-infected E. coli with AddAB; E. coli expressing H. pylori AddAB, absorbance growth; inhibition, % at 11.9 µM; 0.29% of 330,000 active; in the data active means inhibition above about 12%;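 further: 0% = vehicle wells of infected cells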
# SUMO Mot1 rescue = blocks SUMOylation pathway, rescuing yeast Mot1-301 growth; AID 2716; 1% of 320,000 active; growth rescue, % at 18.8 µM; S. cerevisiae Mot1-301 growth rescue, ATP luminescence, 38.5C; percent above DMSO median, 100 means doubled;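 active means every valid replicate shows activation above 250% relative to neutral control wells; inactive means the rest, any valid replicate at or below 250%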;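 further: OY570 slx delta 5 strain wells were the positive control but not used for scaling; some compounds called inactive have numbers as strong as hits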
# PKA-R2B activ = PKA-R2B complex activation; activation, % at 11.4 µM; 0.079% of 340,000 active; AID 504700; P22694+P31323; PKA-R2B holoenzyme dissociation, Cy5-IP20 fluorescence polarization; R2B truncated from residue 108, S112A mutant; 0% DMSO only, 100% 113 µM cGMP;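 active means activation above a cutoff set at the mean over all compounds plus 3 SD, cut at about 18% in these data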;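 further: higher means more holoenzyme dissociation and a rise in polarization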
# HTR5A inv ctr = counter-screen for OPRM1-OPRD1 inverse agonists: human HTR5A inverse agonism. P47898. HTR5A cell line, luminescence. inhibition, % at 9.3 µM. 0.083% of 340,000 active; in the data active means inhibition mostly above about 23%, no sharp cut-off; inactive means mostly below about 18%;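 further: 0% = cells with DMSO and 100% = no-cell wells with DMSO; some compounds called inactive have numbers as strong as hits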
# Starred values were filed as active, the others as inactive; nt = not tested or not shown. Hits appear at their usual frequency. Share with any hit: about 2.3%.
SMILES,Tat export inh,CDK5 p35 inh,phage Ecoli inh,DAGLB inhibitor,E coli growth,HTR5A ag ctr,PKA-R1A activ,AddAB inh,SUMO Mot1 rescue,PKA-R2B activ,HTR5A inv ctr
CCOC(=O)c1ccc2c(c1)nc(SCC(=O)N1CCOCC1)n2CC,-8,-1.3,3.0,0,-1.9,-2,-1,0.4,-2,7,-20
N#Cc1cc(-c2ccccc2)c[nH]c1=O,2,-3.3,4.2,2,-1.1,4,0,1.8,5,-2,-1
COc1ccc(OCC(=O)NC(=O)c2ccccc2)c([N+](=O)[O-])c1,-5,0.3,1.4,1,0.7,2,-4,2.6,8,-13,-4
COc1ccc(/C=N/NC(=O)c2cccc(C(=O)N/N=C/c3ccc(OC)cc3)n2)cc1,13,-1.8,-0.6,4,-0.3,0,-9,1.7,306*,2,1
CCCn1cc(SCC(=O)Nc2cc(C)on2)c2ccccc21,8,-1.1,0.7,-3,0.2,-3,-1,0.8,12,2,-23
CN(C)c1ccc(-c2sc(Nc3ccccc3)n[n+]2-c2ccc(F)cc2)cc1,7,-2.7,3.5,7,-1.4,0,4,0.5,-10,1,9
COc1cccc(-c2ccc(NC(=O)C3CCCN(CCCn4cccn4)C3)cc2)c1 (stereo not drawn),9,-0.5,2.3,1,1.7,4,6,-0.3,1,-21,-46
O=C1C2CC=CCC2C(=O)N1c1ccc(NCCc2ccc(O)cc2)c([N+](=O)[O-])c1 (stereo not drawn),8,-0.1,4.6,14,0.3,-3,-6,1.9,-7,-5,8
Nc1cc(S(=O)(=O)Nc2ccccc2Cl)ccc1N1CCCCC1,4,1.4,0.6,-6,-0.3,5,-11,0.2,-8,4,-12
CCOc1ccccc1NC(=O)c1ccc(-n2cncn2)nc1,-4,0.1,2.4,1,1.4,-3,0,1.4,nt,-3,-2
CC(OC(=O)c1ccc([N+](=O)[O-])s1)C(=O)NC1CCCCC1C (stereo not drawn),-3,1.5,0.9,-2,-0.5,6,-11,2.9,-18,1,-15
CCCCCCCOC(=O)C[N+](C)(C)CCOC1CC2CCC1(C)C2(C)C (stereo not drawn),22,0.3,5.1,5,nt,12,-2,nt,nt,-1,-6
CC1(C)NC(=O)N(CC(=O)N2CCN(c3ccc([N+](=O)[O-])cc3)CC2)C1=O,-1,-0.3,0.1,-5,-1.2,2,3,-1.8,-16,-6,-7
CN(C)CC(C)(C)CNS(=O)(=O)c1cccc(Cl)c1Cl,-7,0.7,1.8,1,-1.7,-1,1,-2.8,-6,0,15
CCOc1cc(C(=O)NCc2ccccc2)ccc1OCC(=O)N1CCOCC1,-6,-0.5,1.7,1,0.9,8,10,0.0,nt,0,-2
Cc1ccc(S(=O)(=O)N2CCN(c3ccc4nnc(-c5ccccc5)n4n3)CC2)cc1,-2,3.3,0.4,-4,nt,4,-1,nt,nt,-4,-10
CC(C)N(C(=O)CSc1nc2ccccc2n1Cc1ccc(F)cc1)C(C)C,0,-7.2,1.2,-6,-0.2,4,6,3.9,20,-4,-2
O=C(Nc1ccc(NC(=O)C2CCCCC2)nc1)c1ccccn1,-5,1.1,2.0,-4,-1.2,9,0,3.3,0,-8,-19
O=C(Nc1ccc(S(=O)(=O)NCc2ccccc2)cc1)c1ccc(Br)o1,3,1.1,2.2,-2,1.4,9,-10,3.4,2,-10,9
CCN(CC)S(=O)(=O)c1ccc(Cl)c(C(=O)NC)c1,-3,0.0,1.7,-4,0.2,1,-2,1.7,-5,-2,-28
CC(C)(C)Cc1nnc(NC(=O)CSc2ccccc2)s1,-4,1.4,-2.1,1,1.6,3,-2,-1.2,-4,5,-11
O=C(N=C1SC2CS(=O)(=O)CC2N1Cc1ccc(Cl)cc1)C1CC1 (stereo not drawn),-8,-1.7,1.2,1,0.4,0,-3,-0.9,145,-13,12
COc1ccccc1NC(=O)Nc1ccc2[nH]c(=O)[nH]c2c1,17,-9.2,3.8,2,-0.2,-2,-6,0.8,-10,-15,9
Cc1cc(Nc2cccc(Cl)c2Cl)n2ncnc2n1,6,-3.1,-0.2,3,nt,1,5,nt,-18,6,-3
Cc1[nH][nH]c(=O)c1C(c1cc([N+](=O)[O-])ccc1O)c1c(C)[nH][nH]c1=O,-1,0.8,4.5,-2,1.8,-1,0,2.6,-4,3,-16
Cn1nc(C(=O)NCCc2ccc(S(N)(=O)=O)cc2)c2ccccc2c1=O,-5,-0.3,2.1,3,0.9,3,-3,1.0,-11,-4,15
Cc1ccc(NC(=S)N2CCN(c3ncccn3)CC2)c(C)c1,-3,-1.0,4.4,-5,-0.2,1,-11,2.7,45,-10,-27
COC(=O)c1ccc(C(=O)OC)c(NS(=O)(=O)c2ccc(NC(C)=O)cc2)c1,1,-4.6,-1.2,1,0.6,-4,-10,1.1,63,-13,11
c1ccc(-n2nnnc2NC2CCCCCC2)cc1,-2,-0.3,3.7,-2,-2.3,1,-2,1.0,29,-4,-2
Cc1nn(C)c(C(=O)Nc2ccc(Cn3cccn3)cc2)c1[N+](=O)[O-],1,1.4,4.2,3,-0.8,-1,6,-2.7,-17,-12,-25
O=C1/C(=C/c2ccncc2)SC(=S)N1Cc1ccccc1,0,2.3,-1.6,-2,1.8,0,0,0.8,-31,-7,27
CS(=O)(=O)c1nc2ccccc2n1Cc1ccccc1,-5,-0.3,3.4,0,-1.2,-1,-5,0.3,-7,-4,3
CC(C)c1c(C(=O)N/N=C/c2ccoc2)nnn1-c1nonc1N,-6,0.5,1.2,0,2.3,1,-9,3.8,-13,-10,0
COc1ccccc1C(=O)NCC(c1ccco1)N1CCc2ccccc21 (stereo not drawn),5,-2.1,2.9,-1,1.8,-2,12,0.6,11,2,5
O=C(COC(=O)c1cncc(Br)c1)NC1CCCCC1,4,-1.9,1.1,-1,1.6,-4,-5,5.0,-18,3,13
COc1ccc2nc(N3C(=O)C(O)=C(C(=O)c4ccco4)C3c3ccccc3OC)sc2c1 (stereo not drawn),-1,2.3,-0.3,9,0.8,-2,-4,2.9,32,-5,14
COC(=O)c1ccccc1NC(=O)Nc1cc(C)ccn1,3,-0.6,8.2,-2,-1.8,2,-7,0.2,-9,-5,-5
CCN(CC)S(=O)(=O)c1ccc(C(=O)NNC(=O)c2csc(N3CCOCC3)n2)cc1,-3,-0.4,5.3,0,0.9,0,-9,-1.0,-7,-7,-1
O=S(=O)(Cc1ccccc1)Cc1cnc(Cl)s1,0,-1.2,2.7,-2,-1.1,0,0,1.9,-10,2,0
Cc1ccc(S(=O)(=O)NNC(=O)c2ccncc2)cc1,-7,0.2,3.7,0,-1.1,-2,-5,2.2,4,-4,1
CCN1CCN(C(=S)Nc2ccc(Cl)c(Cl)c2)CC1,4,-0.2,2.6,-1,1.0,1,-3,2.7,4,-12,21
COc1ccc(NC(=O)COC(=O)c2ccc(OCc3ccc(Cl)cc3Cl)c(OC)c2)c(OC)c1,-4,0.0,1.7,-3,3.6,-2,6,1.6,-4,-3,-24
O=C(c1ccco1)N1CCN(S(=O)(=O)c2ccc(Cl)cc2)CC1,1,-2.5,3.0,0,-1.2,-2,-18,0.1,-8,-1,2
CCN(CC)C(=O)/C(=C\c1ccncc1)NC(=O)c1ccccc1,0,-1.9,-0.1,1,-2.6,2,4,2.7,-4,2,-10
O=C1CC(c2ccccc2)Cc2nc(N3CCc4ccccc43)ncc21 (stereo not drawn),-6,1.5,-1.1,8,0.1,-3,-14,-0.3,-7,-8,6

# Profiles from above. Order of values: Tat export inh | CDK5 p35 inh | phage Ecoli inh | DAGLB inhibitor | E coli growth | HTR5A ag ctr | PKA-R1A activ | AddAB inh | SUMO Mot1 rescue | PKA-R2B activ | HTR5A inv ctr
# `O=C1CC(c2ccccc2)Cc2nc(N3CCc4ccccc43)ncc21` (stereo not drawn) is listed as -6 | 1.5 | -1.1 | 8 | 0.1 | -3 | -14 | -0.3 | -7 | -8 | 6
# `O=C(COC(=O)c1cncc(Br)c1)NC1CCCCC1` is listed as 4 | -1.9 | 1.1 | -1 | 1.6 | -4 | -5 | 5.0 | -18 | 3 | 13
# `O=S(=O)(Cc1ccccc1)Cc1cnc(Cl)s1` is listed as 0 | -1.2 | 2.7 | -2 | -1.1 | 0 | 0 | 1.9 | -10 | 2 | 0

# Next section.
SMILES,Tat export inh,CDK5 p35 inh,phage Ecoli inh,DAGLB inhibitor,E coli growth,HTR5A ag ctr,PKA-R1A activ,AddAB inh,SUMO Mot1 rescue,PKA-R2B activ,HTR5A inv ctr
CCN(CC(=O)NCc1cccs1)S(=O)(=O)c1ccc(NC(C)=O)cc1,-4,-1.0,0.5,2,-3.2,2,3,0.0,-8,3,11
COc1ccc(N(CC(=O)NCc2ccc(C)cc2)S(=O)(=O)c2c(C)nn(C)c2C)cc1,-2,-2.0,2.4,1,-2.3,1,-6,0.7,585*,-6,-2
COc1cc(/C=C/C(=O)OC(C)C(=O)Nc2ccc(Cl)cn2)ccc1OC(F)F (stereo not drawn),11,0.4,3.8,-7,-1.2,-1,-7,2.2,8,-11,5
O=C(NC(C(=O)c1ccccc1)c1ccccc1)c1ccccc1 (stereo not drawn),7,-0.1,2.4,-3,nt,1,6,nt,nt,7,-4
Cc1ccc(C(=O)OCC(=O)NC2CCCC2)cc1,0,0.7,2.9,1,-3.4,5,1,-2.2,0,12,-17
CN1CCCc2cc(C#N)c(=O)[nH]c21,5,-0.4,0.6,0,1.5,-1,-13,0.8,16,3,-6
COc1ccc(/C=C/C(=O)NC2CCCCC2C)cc1 (stereo not drawn),-9,-1.0,0.8,-1,-1.5,-1,2,0.9,193,6,5
O=C(Nc1ccc(Cl)cc1)C1CC2CCCC(C1)C2=O (stereo not drawn),-7,0.4,0.4,-1,0.8,4,8,-0.5,3,-1,-18
O=C(NCCC1=CCCCC1)C(=O)NCC1OCCCN1S(=O)(=O)c1cc(F)ccc1F (stereo not drawn),3,-0.6,5.0,1,1.6,-2,11,1.6,5,5,5
Nc1cccc(C#Cc2ccc3c(=O)c4ccccc4oc3c2)c1,-6,1.8,1.3,-2,-1.7,3,-3,1.9,41,5,-15
COc1ccccc1C1CC(c2c(-c3ccccc3)c3cc(Cl)ccc3[nH]c2=O)=NN1S(C)(=O)=O (stereo not drawn),4,-0.6,2.4,7,1.2,-4,-1,-0.3,10,3,10
CCOC(=O)c1ccc(N(C(=O)c2ccco2)C(C(=O)NC2CCCCC2)c2ccncc2)cc1 (stereo not drawn),-5,-1.7,-0.5,0,0.3,1,5,1.6,-18,11,-21
COC(=O)c1cc2occc2n1CC(=O)Nc1ccc(OC)c(OC)c1,-10,-1.1,3.4,1,-2.1,3,-14,1.4,-8,-6,6
O=C(Nc1ccccc1)c1nc[nH]c1C(=O)NCCCNC(=O)c1[nH]cnc1C(=O)Nc1ccccc1,-10,0.5,3.8,1,-0.3,-2,-13,0.6,-7,11,-6
CCN(CCNc1ccc(Cl)cc1[N+](=O)[O-])C(=O)c1cc([N+](=O)[O-])c(N(C)C)cc1OC,1,-0.6,1.2,10,-1.1,2,13,-1.1,-5,7,12
O=C(OCCCCN1C(=O)c2ccccc2C1=O)c1ccc(Br)o1,-2,0.1,1.4,-17,1.3,1,-8,1.1,123,-12,-15
COC(=O)c1ccccc1NC(=S)N(Cc1ccc2c(c1)OCO2)Cc1cc2ccc(C)cc2[nH]c1=O,2,-1.2,2.7,7,0.3,2,4,5.9,345,-2,8

# Screening data: PubChem, several laboratories
